# ABCB6 inh 2 – human ABCB6 transporter inhibition. Q9NP58. K562-ABCB6 porphyrin accumulation, flow cytometry, 1 h; active compounds read low. fluorescence ratio to DMSO, % at 10 µM. actives 0.19% (n = 360,000). AID 602162;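 active = fluorescence ratio to DMSO below 75%, the collection mean minus 3 SD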;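 note: signal is porphyrin accumulated inside mitochondria; 100% equals median channel fluorescence of DMSO control wells; lower ratio means ABCB6 inhibition with less porphyrin fluorescence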
# Target sequence (Q9NP58 whole entry, looked up): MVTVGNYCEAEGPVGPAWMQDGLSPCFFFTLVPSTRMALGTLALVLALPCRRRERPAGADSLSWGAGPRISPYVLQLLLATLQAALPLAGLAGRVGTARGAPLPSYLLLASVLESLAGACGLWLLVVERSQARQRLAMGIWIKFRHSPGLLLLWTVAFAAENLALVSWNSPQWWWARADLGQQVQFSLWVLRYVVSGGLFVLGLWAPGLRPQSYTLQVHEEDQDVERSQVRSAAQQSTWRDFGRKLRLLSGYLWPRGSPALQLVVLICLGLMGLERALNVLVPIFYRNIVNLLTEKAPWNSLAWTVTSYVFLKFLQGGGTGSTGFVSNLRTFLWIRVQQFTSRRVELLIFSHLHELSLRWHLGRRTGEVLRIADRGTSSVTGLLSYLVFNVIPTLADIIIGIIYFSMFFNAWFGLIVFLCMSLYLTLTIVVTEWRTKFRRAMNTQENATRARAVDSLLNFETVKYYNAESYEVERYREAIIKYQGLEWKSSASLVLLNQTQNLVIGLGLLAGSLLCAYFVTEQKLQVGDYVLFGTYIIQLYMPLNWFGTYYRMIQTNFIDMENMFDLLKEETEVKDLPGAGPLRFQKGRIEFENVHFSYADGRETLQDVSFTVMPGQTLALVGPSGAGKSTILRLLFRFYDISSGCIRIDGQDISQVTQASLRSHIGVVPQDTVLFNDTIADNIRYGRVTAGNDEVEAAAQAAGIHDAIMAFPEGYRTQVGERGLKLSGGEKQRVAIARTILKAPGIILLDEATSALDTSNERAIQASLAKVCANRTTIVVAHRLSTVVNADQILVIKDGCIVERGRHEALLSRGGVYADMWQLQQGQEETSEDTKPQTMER
# PDI turbidity – PDI (human) enzyme inhibition. inhibition, % at 10 µM. AID 588391. P07237. actives 0.052% (n = 350,000). PDI insulin aggregation turbidity, A650, 90 min;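 active = mean inhibition across replicates of 30% or more, whatever share of single replicates reach that level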;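 note: absorbance from insulin aggregation driven by PDI reduction with DTT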
# ABHD5 PLIN5 PPI – ABHD5-PLIN5 protein interaction inhibition; Q00G26+Q8WTS1; Split G. princeps luciferase complementation, luminescence, 4 h; inhibition, % at 4 µM; actives 0.78% (n = 360,000); AID 602281;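 active = inhibition above the mean inhibition across every tested compound plus 3 SD, cut at about 22% in these data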;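 note: 0% = DMSO only wells and the 100% control is not disclosed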
# Granule exo inh – lytic granule exocytosis inhibition. AID 651702. actives 0.66% (n = 360,000). inhibition, % at 10 µM. TALL-104 LAMP-1 surface exposure, flow cytometry; cells stimulated with thapsigargin and PMA;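 active = inhibition above about 55%, limit read from the data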
# MC4R ag barr – human MC4R agonism via beta-arrestin | U2OS MC4R beta-arrestin complementation, luminescence; percent of melanotan II response, DMSO zero | activation, % at 8.9 µM | actives 0.98% (n = 360,000) | AID 540308;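 active = activation above a per-plate cutoff, the mean activation of sample wells on that plate plus 3 SD, cut at about 8% in these data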
# MC4R antagonist – blocks human MC4R cAMP signaling; inhibition, % at 6.5 µM; actives 0.48% (n = 360,000); AID 540295; MC4R-expressing cells, MTII-stimulated cAMP, LANCE TR-FRET; P32245;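 active = inhibition above its plate's cutoff, the mean of tested wells on that plate plus 3 SD, cut at about 29% in these data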;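 note: 0% = Melanotan II alone and 100% = Melanotan II plus saturating MCL0020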
#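 Assay system: U2OS-MC4R stable cell line; Also added: Melanotan II; Technique: Eu-cAMP/anti-cAMP TR-FRET, emission 671 nm; Times: 30-min compound, 1-h challenge, 1-h detection, room temperature.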
# Glyco luc inh – blocks N-linked glycosylation in D54 reporter cells; actives 0.23% (n = 360,000); reporter increase, % at 12.5 µM; D54 ERlucT glycosylation luciferase reporter, 24 h; percent of 100 nM tunicamycin response; AID 588692;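 active = mean luciferase reporter signal, scaled so untreated is 0 and the glycosylation-blocking control 100, at or above a set limit in every replicate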;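 note: luciferase carries N-glycosylation sites so blocking glycosylation raises the light; 0% = median of neutral control wells and 100% = median of 100 nM tunicamycin wells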
# Cardio protect – modulators protecting cardiomyocytes from myocardial damage; H9c2 cardiomyocytes, H2O2 injury protection, ATPLite, 2 h; protection from H2O2 cell death, % at 20 µM; actives 0.63% (n = 360,000); AID 588492;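 active = compounds giving at least 50% protection of heart cells from peroxide-induced death in the single-dose screen, raw or plate-pattern-corrected value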;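 note: 0% = DMSO wells with peroxide and 100% = DMSO wells without peroxide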
# HTR2A ag – mouse HTR2A agonism via beta-arrestin recruitment | P35363 | CHO-K1 mHTR2A beta-arrestin complementation, luminescence; percent of 30 µM serotonin response | activation, % at 7.6 µM | actives 0.66% (n = 360,000) | AID 624169;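 active = activation above a run cutoff, the mean activation of all tested compounds plus 3 SD, cut at about 14% in these data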;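 note: 0% = plate median of compound wells and 100% = 30 µM serotonin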
# CaV13 ICDI inh – Primary screen for inhibitors of IQ motif and Ca2+-dependent inactivation inhibitor domain binding in CACNA1D, Förster resonance energy transfer in living cells, …. HEK cells, CFP/YFP FRET ICDI-IQ, plate reader, 10 min; percent FRET-ratio fall versus neutral wells. actives 0.098% (n = 340,000). inhibition, % at 12.3 µM. AID 743397;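 active = mean replicate inhibition of at least 30% and at least 1% of replicates passing that level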;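 note: 0% = median of the neutral control wells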
# The depositor's hits bear a star; x = not tested or not shown; & = joins results of further samples.
SMILES,ABCB6 inh 2,PDI turbidity,ABHD5 PLIN5 PPI,Granule exo inh,MC4R ag barr,MC4R antagonist,Glyco luc inh,Cardio protect,HTR2A ag,CaV13 ICDI inh
Cc1ccccc1-n1c(C)nc2sccc2c1=O,89,11,0,-4,-0.9,-6,2,-2,3,-4
Clc1cc(Cl)cc(NC2=NCCS2)c1,106,-1,-2,-10,-1.0,3,3,-1,1,-4
Cc1ccc(C(C)C)c(OCC(=O)N2CCN(Cc3nc4cc([N+](=O)[O-])ccc4n3C)CC2)c1,103,-7,-1,43,0.6,5,0,12,6,9
CCN(CC)c1ccc(/C=C2\C(=O)NC(=O)N(Cc3ccco3)C2=O)cc1,148,-9,8,-2,-4.3,13,6,12,0,-5
CCOP(=O)(OCC)C(O)c1ccc(N(C)C)cc1 (configuration not stated),95,-3,-2,7,-1.5,1,-1,3,3,-2
CN1CCN(Cc2ccc(OC(F)(F)F)cc2)CC1,103,6,0,4,1.4,-1,2,-5,-3,-5
O=C1CN=C(c2ccccc2)c2cc(Br)ccc2N1,94,2,6,3,-0.2,2,1,-3,6,-19
C[C@]12CCC3C(CC[C@H]4C[C@H](O)CC[C@]34C)C1[C@@H](O)C[C@@H]2O (some centres not stated),98,-1,-1,-1,-0.1,3,0,6,4,-10
O=C(CCCc1ccccc1)NCCc1cnc[nH]1,96,4,-2,-8,-1.4,5,4,-2,1,-1
COc1ccc2[nH]c(C)c(CCNCc3cn(C)c4ccccc34)c2c1,99,3,7,-2,-2.2,-2,-1,-5,5,-2
CCNC(=O)C1OC(n2cnc3c(N)ncnc32)C(O)C1O (configuration not stated),96,-1,-3,0,0.0,-8,6,4,1,x
CCOP(=S)(OCC)N1CCOCCOCCN(P(=S)(OCC)OCC)CCOCCOCC1,98,-1,5,0,-3.3,7,-4,5,1,-5
CC1C(=O)OC2CCN3CC=C(COC(=O)C(C)(O)C1(C)O)C23 (configuration not stated),105,x,-4,4,-0.9,8,1,2,0,x
Cc1ccc(CS(=O)(=O)Cc2ccc(C(=O)N3CCC4(CC3)OCCO4)o2)cc1,97,9,-1,1,0.1,2,-3,5,-1,-8
Cc1ccc(Cn2nnnc2CN2CCC(n3nnc4cc(C(F)(F)F)ccc43)CC2)cc1,93,-5,6,26,2.0,7,-11,12,-5,-4
O=C1CN=C(c2ccccc2)c2ccccc2N1Cc1ccc(C(F)(F)F)cc1,106,-1,-1,3,4.2,2,-6,-10,1,-6
O=C(Oc1ccc([N+](=O)[O-])cc1)N1CCC(N2CCCCC2)CC1,99,-3,-2,-10,-2.0,8,0,-2,-1,-4
N#Cc1ccc(N2CCNCC2)c(F)c1,99,2,-4,1,-1.1,-12,1,0,-7,-7
COc1cc(OC)c(OC)cc1/C=C1/C(=O)NC(=O)N(Cc2ccccc2)C1=O,103,2,11,4,0.7,9,-2,13,4,-2
CC(=O)Nc1nc(CCl)cs1,101,-1,2,-1,-2.7,5,1,5,3,-6
N#CC1(c2ccccc2)CCN(C2CC(=O)N(c3cccc(F)c3)C2=O)CC1 (configuration not stated),106,2,-4,-4,2.1,0,2,-1,2,-6
CC1CCN(CCc2nc3ccccc3[nH]2)CC1,111,-4,3,0,0.6,15,3,-2,-3,-13
N#CC(C#N)=Cc1cccnc1,98,-1,-5,2,-1.0,7,0,2,0,-1
O=[N+]([O-])/C=C1\NCCN1Cc1ccc(Cl)nc1,97&97,-4&-95,-10&4,-1&1,-2.6&-1.6,8&2,1&1,-2&2,-2&0,-3&2
Nc1cc(C(=O)Nc2ccccc2F)ccc1N1CC2CC(C1)c1cccc(=O)n1C2 (configuration not stated),100,-2,-6,10,1.0,-5,1,9,1,-7
O=C(CCCCCn1c(=S)[nH]c2ccccc2c1=O)N1CCC2(CC1)OCCO2,94,-1,4,-4,-0.5,12,0,7,2,-9
C=CC1CN2CCC1CC2C(OC(C)=O)c1ccnc2ccc(OC)cc12 (configuration not stated),104,8,-1,-8,0.1,10,0,-4,-1,-2
CC12CC[C@H]3[C@@H](CCC4(O)C[C@H](O)CCC34/C=N/NC(=O)c3ccc(O)cc3)C1(O)CCC2C1=CC(=O)OC1 (some centres not stated),101,1,3,1,1.3,15,0,-1,-1,3
COc1ccc(N2C(=O)NC(=O)/C(=C\c3cn(C)c4ccccc34)C2=O)cc1,100,2,15,-13,-0.7,15,6,12,10,x
COc1cc2c(c(OC)c1OC)-c1ccc(O)c(=O)cc1[C@@H](NC(C)=O)CC2,109,-2,-4,-2,-0.6,4,11,4,-1,-10
Cc1cc(C(=O)Nc2ccc3c(c2)OCCO3)nn1C(C)(C)C,106,-5,17,3,4.5,3,0,-2,-3,-4
COC(=O)C1=C(c2ccc(OC)c(OC)c2)C[C@@H]2CC[C@H]1N2C(=O)NC1CC1,101,-5,-7,2,-0.9,16,3,-5,2,-2
Cc1ccc(-c2nc3ccccc3c(=O)n2-c2cc(C)ccn2)cc1,102,-5,-7,-3,0.7,17,-2,-12,-4,-2
C[C@]12CCC3C(CC[C@H]4C[C@@H](O)CC[C@]34C)C1CC[C@@H]2N (some centres not stated),106,-1,9,3,0.2,-2,-6,4,1,-11
CCSc1nnc([C@@H](N)Cc2c[nH]c3ccccc23)o1,97,5,-1,0,-0.7,-1,2,-6,1,-6
Cc1ccc(C(=O)N2CC2C)cc1 (configuration not stated),94,1,9,9,-1.1,2,1,0,-2,-14
N#Cc1ccc(OCC(=O)N2CCN(Cc3ccc4c(c3)OCO4)CC2)cc1,103,3,-1,6,0.1,8,2,2,-2,-2
Cc1ccc(S(=O)(=O)N2CCCC(C(=O)N3CCC4(CC3)OCCO4)C2)cc1 (configuration not stated),93,-1,-5,-4,-1.1,-3,0,-5,1,-5
Cc1cccc(-n2c(O)c(/C=C/C=Nc3ccccc3)c(=O)[nH]c2=O)c1,103,-4,2,0,-0.5,-12,0,5,2,-4
O=Cc1cn(Cc2ccccc2F)c2ccccc12,86,-6,3,2,-1.2,-5,-15,-15,-2,-6
CCC(C)N1CCN(C(=O)Cc2ccccc2)CC1 (configuration not stated),98,8,1,6,1.7,0,0,-4,20*,x
C[N+]1(C)[C@@H]2CC[C@H]1CC(OC(=O)C(CO)c1ccccc1)C2 (some centres not stated),101,-6,-3,0,1.1,18,2,9,-5,-5
O=C(OC1CCN(CCCl)CC1)C(c1ccccc1)c1ccccc1,104,-5,2,8,-0.2,0,-8,-8,-6,-5
O=C(c1cc2ccccc2oc1=O)N1CCC2(CC1)OCCO2,101,-2,2,2,-1.6,3,2,2,2,-4
NC1CCCCC1N=Cc1c(O)n(Cc2ccc(F)cc2)c(=O)[nH]c1=O (configuration not stated),106,4,5,-6,0.2,8,0,34,-3,-5
CC(Cc1ccccc1)[n+]1cc(/N=C(\N)[O-])on1 (configuration not stated),85,-17,-8,0,-1.7,7,1,-5,1,x
COC(=O)C[C@H]1CC[C@H]2NC[C@@H](O)COC[C@@H]2O1,x,x,0,6,x,x,x,x,1,-4
Cc1c(C=C2C(=O)NC(=O)NC2=O)c(=O)n(-c2ccccc2)n1C,97,-8,21,0,-2.2,-5,1,4,-1,-3
O=P(O)(O)/C=C(\Cl)c1ccccc1,89,20,0,-1,-1.2,2,1,6,7,-3
COc1ccc(C2NCc3ccccc3-n3cccc32)cc1 (configuration not stated),96,16,7,0,1.2,-6,0,20,5,-5
Nc1ccc(CCN2CCCC2)cc1,97,-6,-1,-4,-1.5,19,1,4,-2,-6
CC1NC(=O)NC(=O)C1Br (configuration not stated),99,7,0,-2,-0.3,3,0,-2,-3,-5
CCN(CC)c1ccc(N=Cc2c(O)n(Cc3ccccc3)c(=O)[nH]c2=O)cc1,106&112,0&-5,-6&-1,1&-9,-0.5&-0.7,2&4,8&3,19&0,1&-2,-5&-6
CNC(C(=O)c1ccccc1)C(OC(C)=O)c1cccc([N+](=O)[O-])c1 (configuration not stated),100,10,-6,13,-2.4,-3,-2,-1,-4,-5
CCCCn1c(O)c(/C=N/N2CCCCC2c2cccnc2)c(=O)[nH]c1=S (configuration not stated),93,-1,-4,-1,-1.1,21,1,2,0,-2
CCCCn1c(O)c(C(C)=Nc2ccc3c(c2)CCC3)c(=O)[nH]c1=O,88,-1,-5,-10,-1.5,6,-3,-1,-3,-4
O=C(Cc1ccccc1)Oc1ccc([N+](=O)[O-])cc1,101,2,3,-9,0.5,16,0,-5,5,-5
Cn1c(O)c(C=Nc2ccccc2Sc2ccccc2)c(=O)n(C)c1=O,98,1,2,0,-0.1,22,2,3,-1,-4
CC[C@H](C)C1OC(=O)[C@@H](C)[C@@H](CC)NC(=O)[C@H](C)N(C)C(=O)C(C)(C)C(=O)C(C)NC(=O)[C@H](Cc2ccc(OC)cc2)N(C)C(=O)[C@H](C(C)C)N(C)C(=O)CNC(=O)[C@H](CC(C)C)N(C)C(=O)CNC1=O (some centres not stated),91,x,-6,2,x,x,-19,1,21*,x
CC(=O)O[C@H]1CC[C@@]2(C)C(=CC(=O)C3C2CC[C@@]2(C)C3C[C@H](OC(C)=O)[C@@H]2OC(C)=O)C1 (some centres not stated),101,-2,5,11,-0.9,5,0,1,6,-5

# Next results
SMILES,ABCB6 inh 2,PDI turbidity,ABHD5 PLIN5 PPI,Granule exo inh,MC4R ag barr,MC4R antagonist,Glyco luc inh,Cardio protect,HTR2A ag,CaV13 ICDI inh
CCOC(=O)C1C2NC(=O)N(Cc3ccccc3)C1(C)Oc1c(OC)cccc12 (configuration not stated),98,10,5,-2,-0.3,5,0,5,2,-3
CCC(C)OC(=O)c1c(N)n(Cc2cccs2)c2nc3ccccc3nc12 (configuration not stated),96,6,-25,4,-0.4,-13,17,6,7,-8
COc1ccc(C(CC(=O)c2ccc3c(c2)OCO3)c2c(O)c3ccccc3oc2=O)cc1OC (configuration not stated),101,-4,-2,2,-0.9,1,0,2,-3,-6
Cc1ccc(CN2Cc3ccc(Br)cc3-n3nncc3C2)cc1,95,x,-4,-3,x,x,-2,9,-10,-6
Cc1cc(Cc2c(O)[nH]c(=S)[nH]c2=O)ccc1OC(C)C,128,3,2,0,-1.1,6,1,8,8,-3
NC(=O)Cn1cc(C=C2C(=O)NC(=O)NC2=O)c2ccccc21,96,7,-1,-3,-0.9,-6,1,-2,1,-19
COc1ccc(-n2nc(C(=O)NCC(=O)N3CCC4(CC3)OCCO4)c3ccccc3c2=O)cc1OC,101,15,8,-14,-1.5,4,-2,-12,9,-7

# Structural class: those above containing bromine.
SMILES,ABCB6 inh 2,PDI turbidity,ABHD5 PLIN5 PPI,Granule exo inh,MC4R ag barr,MC4R antagonist,Glyco luc inh,Cardio protect,HTR2A ag,CaV13 ICDI inh
O=C1CN=C(c2ccccc2)c2cc(Br)ccc2N1,94,2,6,3,-0.2,2,1,-3,6,-19
CC1NC(=O)NC(=O)C1Br (configuration not stated),99,7,0,-2,-0.3,3,0,-2,-3,-5
Cc1ccc(CN2Cc3ccc(Br)cc3-n3nncc3C2)cc1,95,x,-4,-3,x,x,-2,9,-10,-6

# Assay outcomes: PubChem BioAssay, several laboratories

# Some of the compounds tested; rates above refer to the full screens.
